High-throughput results from PubChem.
sdo1 growth = compounds rescuing growth of sdo1-depleted yeast, bone marrow failure model. z-score at 10 µM. S. cerevisiae sdo1-depleted JHY4D growth rescue, OD600 30 h; active compounds read high; pdr5 snq2 efflux-pump mutant strain. 140,000 compounds, 0.21% hits;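 active = z-score above 3 at both the 24 hr and the 30 hr optical density reads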;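 also: z-score against mean and SD of all compound wells on the same plate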
INS promoter inh = TRM-6 insulin promoter activity inhibition; TRM-6 cells (human fetal islet line), insulin promoter-eGFP reporter, imaging; reporter expression induced with tamoxifen; inhibition, % at 2 µM; 130,000 compounds, 0.9% hits;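 active = inhibition above the mean plus 3 SD, with well images judged a real hit on visual review, cut at about 60% in these data, passing the limit was not always enough; inconclusive = inhibition over the cutoff but images rejected on review; inactive = inhibition not above the cutoff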
sdo1 growth Rescue 24 h = also measured in sdo1 growth; calls as there; z-score; S. cerevisiae sdo1-depleted JHY4D growth rescue, OD600; measured here: growth rescue at 24 h;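 0 is the plate mean of compound wells and units are plate SD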
* marks the source's active call; other numbers are inactive results; i = inactive; ? = inconclusive; / = no result given; [ ] = dose if it differs, or a comment. The list is partial; the hit share may differ from the screen's.

SMILES	sdo1 growth	sdo1 growth Rescue 24 h	INS promoter inh
CCOc1cc(/C=N/NC(N)=O)cc(Br)c1OCC(=O)Nc1cccc2ccccc12	0.27	2.6	-35
CN(c1cccc(NC(=O)Nc2cccc(Cl)c2)c1)S(C)(=O)=O	0.8	0.35	-227
O=C(Nc1ccc(-c2noc(CCc3ccccc3)n2)cc1)c1cccnc1	-0.94	-0.16	/
O=C(CCCCn1c(=O)c2ccccc2n(Cc2ccc(F)cc2)c1=O)NCc1ccco1	-1.6	-0.83	/
Cc1cccc(-n2c(CCn3nc(C)c([N+](=O)[O-])c3C)n[nH]c2=S)c1	0.82	0.04	3
O=C(CSc1nc2[nH]ncc2c(=O)[nH]1)N1CCCCC1	1.8	2.7	12
CCNC(=O)COc1ccc2ccccc2c1	1.2	0.91	-14
C/C(=N\NC(=O)CSc1nnc(C)s1)c1ccc(Cl)cc1	0.71	0.66	/
COCCn1c(SCC(=O)N2CCc3ccccc3C2)nc2ccccc2c1=O	-0.53	-0.79	6
S=c1nc(-c2cccc(Br)c2)[nH][nH]1	0.29	-0.6	/
CCOc1ccc(CCNC(=O)Cn2c(=O)oc3ccccc32)cc1OCC	-0.17	-0.36	-20
CC(C)c1ccc(NC(=O)c2cc(S(=O)(=O)NCC3COc4ccccc4O3)ccc2F)cc1 (stereo not drawn)	-1.5	-1.1	21
c1ccc(C(c2nnnn2C2CCCCC2)N2CCc3ccccc3C2)nc1 (stereo not drawn)	-1.5	-0.87	21
CSc1ccccc1C(=O)NCCSc1ccccc1	-0.63	-0.68	17
COc1cccc(NC2CC(=O)N(CCc3ccccc3)C2=O)c1 (stereo not drawn)	-0.54	-0.44	-30
O=C(c1sccc1-n1cccc1)N1CCCC1	1.2	1.4	/
COc1ccc(N2C(=O)CCC(C(=O)NCc3cccnc3)C2c2ccc(OC)c(OC)c2)cc1 (stereo not drawn)	1.6	1.7	16
CCCc1nnc(SCc2ccc(OCC)cc2)n1N	0.9	1	3
Cc1ccc(C(=O)Nc2cnc3ccccn3c2=O)cc1	-0.4	-0.62	-15
O=C(Cn1ccc(C(F)(F)F)n1)N/N=C/c1cccs1	0.64	0.3	11
COc1cc(-c2nnc(SCc3c(F)cccc3Cl)o2)cc(OC)c1OC	-0.81	-0.42	22
Cc1cc(NC(=O)c2cccnc2)ccc1NC(=O)c1ccco1	0.55	0.85	29
COc1ccc([N+](=O)[O-])cc1NC(=O)C1CCCO1 (stereo not drawn)	2	1.4	-13
Cn1cccc1C(C(=O)NC1CCCCC1)N(C(=O)Cc1cccs1)c1ccc2c(c1)OCO2 (stereo not drawn)	0.65	1.1	-14
CC1(C)CC2CC(C)(CN2C(=O)COc2cccc3ccccc23)C1 (stereo not drawn)	-2.3	-1.7	-23
Oc1ccc(N=C/C=C/c2cccc(Br)c2)cc1-c1nc2ccccc2s1	-1.7	-0.33	58
COc1cc2c(cc1C1NC(=S)NC(C)=C1C(=O)N(C)C)CCCC2 (stereo not drawn)	0.72	-0.25	-57
Cc1ccc(-n2c3c(cc(C(=O)NCc4ccco4)c2=O)C(=O)CC(C)(C)C3)cc1	0.72	0.18	8
CCc1ccc(OCC(=O)Nc2ccc3c(c2)COC3=O)cc1	-0.61	-0.06	53
CCOC(=O)N1CCN(C(=O)C2COc3ccccc3O2)CC1 (stereo not drawn)	0.46	0.51	/
COc1ccc(CNC(=O)C(=O)NCC(c2ccco2)N2CCOCC2)cc1 (stereo not drawn)	0.77	0.59	-27
CCOC(=O)N/N=C(\C)c1ccc(C)c([N+](=O)[O-])c1	1.1	1	-23
O=C(Nc1nccs1)c1cccc(N2C(=O)c3cccc4c([N+](=O)[O-])ccc(c34)C2=O)c1	-3	-1.4	-2
O=C1Nc2ccccc2S/C1=C/Nc1cccc(Cl)c1	-0.06	1.2	/
O=C1C2=C(Nc3ccccc3SC2c2ccco2)c2ccccc21 (stereo not drawn)	-2.9	-1.6	/
CC(C)(C)CC(=O)NC(=S)N1CCCCCC1	0.33	1.1	10
COc1ccc(NC(=O)CSc2nnc(C)n2Cc2ccccc2)cc1	1.2	2.1	-43
Clc1ccc(OCCn2c(-c3ccco3)nc3ccccc32)cc1	-2.2	-1.6	17
CCOc1ccc(-n2nc3c(-n4ncc(C#N)c4N)nnc(C)c3c2C)cc1	/	/	-79
COCCNc1ncnc2c1cnn2Cc1ccc(Cl)cc1	0.98	1.2	-73
Cc1cc(C(=O)N/N=C/c2ccc(C)o2)c2ccccc2n1	-0.3	-0.42	-80
COC(=O)n1c(=O)oc2cc(S(=O)(=O)N3CCOCC3)ccc21	0.62	0.68	/
CCc1nnc(NC(=O)c2ccc(S(=O)(=O)NC3CCCCC3)cc2)s1	-0.13	1.4	33
O=C(Nc1ncc2c(n1)-c1ccccc1OC2)c1ccc(Cl)cc1Cl	-0.49	0.76	-148
CC(C)n1c(SCC(=O)Nc2ccc3c(c2)OCO3)nc2c1c(=O)n(C)c(=O)n2C	-0.71	-0.11	/
CCOC(=O)CSc1nnc(-c2ccc(OC)cc2OC)o1	1	-0.08	43
Cc1nc(C#N)c(N/N=C/c2c(F)cccc2Cl)o1	0.67	-0.51	56
CCCc1ncc(C(=O)c2ccc(OC)cc2)n1C	0.82	0.13	33
O=C(NC(=S)NC1CCSC1=O)c1cccs1 (stereo not drawn)	0.31	-0.89	23
O=c1cc(CS(=O)(=O)c2ccccc2)nc(-c2ccncc2)[nH]1	/	/	-331
CNC(=O)CSc1nnnn1CCCOC	0.43	0.19	-64
Cc1n[nH]c(C)c1N1C(=O)c2cccc3cc(Br)cc(c23)C1=O	1.1	1.1	3
CCn1c2ccc(F)cc2c2nnc(NN)nc21	0.07	-0.17	13
CN(Cc1ccccc1)C(=O)COC(=O)c1ccc2c(c1)OCO2	-1.1	-0.17	4
COc1ccc(C(=O)NC(=S)NC(C)C)cc1Br	-1	-0.13	15
COc1ccc(OC)c(-n2c(SCC(=O)N3CCc4ccccc43)nc3c(c2=O)SCC3)c1	-1	-0.4	70*
CC1CCN(S(=O)(=O)N2CCC(C(=O)NCCC3=CCCCC3)CC2)CC1	/	/	-17
COC(=O)N(C)c1nc2ccccc2s1	1.2	0.93	18
CCOC(=O)c1c(C)[nH]c(C(=O)COC(=O)CCSc2ccccc2)c1C	0.15	1.4	-33
O=C(Nc1ccc(-n2nncc2-c2ccco2)cc1)c1cc2ccccc2oc1=O	-1.4	-0.1	30

3 entries from above, bar-delimited.
structure | sdo1 growth | sdo1 growth Rescue 24 h | INS promoter inh
COc1ccc(OC)c(-n2c(SCC(=O)N3CCc4ccccc43)nc3c(c2=O)SCC3)c1 | -1 | -0.4 | 70*
O=C(Nc1ccc(-n2nncc2-c2ccco2)cc1)c1cc2ccccc2oc1=O | -1.4 | -0.1 | 30
COc1ccc(C(=O)NC(=S)NC(C)C)cc1Br | -1 | -0.13 | 15

Following part.
SMILES	sdo1 growth	sdo1 growth Rescue 24 h	INS promoter inh
Cc1ccc(C)c(N2CCN(C(=O)c3cc4ccccc4oc3=O)CC2)c1	-1.1	-1.1	/
O=C(CN1C(=O)COc2ccccc21)N(Cc1cccnc1)Cc1cccc(F)c1	-0.35	0.16	0
CC(=O)Nc1cc(C(=O)N2CCCC2)ccc1Sc1ccc(Cl)cc1	1.1	0.67	-18
Nc1ccc(C(=O)NCc2ccccc2)cc1	/	/	-16
S=C(N/N=C/c1ccc(Cl)cc1)N1CCOCC1	0.95	1.2	-33
CN1/C(=C\C=O)C(C)(C)c2ccccc21	/	/	-67
CC1CCN(C(=O)CSc2nnc(Cc3cc(=O)[nH]c(=O)[nH]3)n2-c2ccc(Cl)cc2)CC1	0.02	-0.53	/
CCn1c(=O)n(CC)c2cc(S(N)(=O)=O)c(C)cc21	0.9	0.63	i
Cn1cc(CC(=O)N2CCN(c3ccc(Cl)cc3)CC2)c2ccccc21	-0.68	-0.2	-25
O=C(c1cccc(S(=O)(=O)N2CCc3ccccc3C2)c1)N1CCN(c2ccc(O)cc2)CC1	-0.77	-0.62	-107
COC(=O)c1c(N2C(=O)CC(Sc3ccccc3C(=O)O)C2=O)sc(C)c1C (stereo not drawn)	/	/	-12
CCN1CCN(C(=O)c2ccc3c(=O)n(C4CCCC4)c(=S)[nH]c3c2)CC1	0.8	0.37	-23
COc1ccc(OC)c(C2C=C(c3ccc(C)c(C)c3)Nc3nnnn32)c1 (stereo not drawn)	-1.4	-0.99	/
O=C(NC1(C(F)(F)F)NC(=O)N(Cc2cccnc2)C1=O)c1ccccc1Cl (stereo not drawn)	1.3	1.9	-34
Cc1ccc(C)c(S(=O)(=O)N/N=C/c2ccc(F)cc2)c1	/	/	36
CCc1cccc(CC)c1-n1c(SCn2nnc3ccccc3c2=O)nnc1-c1cccnc1	-1.3	-0.42	/
Cc1[nH]nc(N=CC2=C(O)CC(c3ccco3)CC2=O)c1-c1ccccc1 (stereo not drawn)	-1.3	-1.4	10
COc1ccc(Cl)cc1C(=O)Nc1ccc(NC(=O)c2ccco2)cc1	-1.9	-1	/
CSCCC(NC(=O)c1ccccc1)C(=O)Nc1ccc(NC(C)=O)cc1 (stereo not drawn)	1.5	1.8	39
O=C(NCc1ccccn1)c1ccc(=O)oc1	1.3	0.78	/

A different layout for four compounds above:
| SMILES | sdo1 growth | sdo1 growth Rescue 24 h | INS promoter inh |
| --- | --- | --- | --- |
| COC(=O)c1c(N2C(=O)CC(Sc3ccccc3C(=O)O)C2=O)sc(C)c1C (stereo not drawn) | / | / | -12 |
| O=C(NC1(C(F)(F)F)NC(=O)N(Cc2cccnc2)C1=O)c1ccccc1Cl (stereo not drawn) | 1.3 | 1.9 | -34 |
| O=C(CN1C(=O)COc2ccccc21)N(Cc1cccnc1)Cc1cccc(F)c1 | -0.35 | 0.16 | 0 |
| CN1/C(=C\C=O)C(C)(C)c2ccccc21 | / | / | -67 |

Other results:
SMILES	sdo1 growth	sdo1 growth Rescue 24 h	INS promoter inh
O=C(NCCN1C(=O)S/C(=C\c2ccccc2F)C1=O)C1CCCN1C(=O)c1cccs1 (stereo not drawn)	-0.2	-0.42	/
CC1(C)CC2CC(C)(CN2S(=O)(=O)c2ccc(C(=O)Nc3ccc(S(=O)(=O)N4CCOCC4)cc3)cc2)C1 (stereo not drawn)	0.25	1.4	36
COC(=O)c1sc(-c2ccccc2)cc1NC(=O)c1cc(OC)cc(OC)c1	0.72	2.4	6
CCCc1nnc(NC(=O)CC(=O)Nc2ccccc2C(=O)O)s1	-0.07	-0.64	41
COc1cc(CNCCc2c[nH]c3ccccc23)cc(Cl)c1OCC(N)=O	/	/	20
COc1cccc(S(=O)(=O)NCc2ccc(C(=O)Nc3cccc(Cl)c3)cc2)c1	-0.52	-0.13	-15
COc1ccc2c(c1)CCc1c(C(=O)NC3CCCCC3)noc1-2	-1.5	-1.1	-85
Cc1ccccc1N=Nc1c(C)[nH]n(C(N)=S)c1=O	-0.69	1.5	9
COc1ccc(C(=O)N[C@H](C(=O)OCc2cc(=O)oc3cc(C)ccc23)C(C)C)cc1	-0.2	-0.31	6
O=C(O)CN1CCN(Cc2ccccc2)C1=O	0.62[14 µM]	0.25	/
CCOC(=O)C(NC(=O)CC(C)C)(Nc1cc(C)on1)C(F)(F)F (stereo not drawn)	0.17	-0.88	-155
Cc1cccc(-n2c(Cc3ccccc3)nnc2SCc2ccc([N+](=O)[O-])cc2)c1	-1.1	-0.58	-55
COc1cc(OC)cc(N2CC(C)(C)C2=O)c1	/	/	0
Cc1cnc(C(=O)OCC(=O)N2CCc3ccccc3C2)cn1	0.69	0.31	26
Cn1c(=O)c2c(SCC(N)=O)nc(CC(C)(C)C)nc2n(C)c1=O	-0.2	-0.42	/
COc1ccc(-n2c(=O)c3ccccc3n(CC(=O)Nc3cc(C)on3)c2=O)cc1OC	1.7	1.1	/
Nc1cc(=O)[nH]c(=S)n1-c1ccccc1	-0.27	-0.92	-7
CCCC(=O)N1CCc2cc(-c3nc(N)sc3C)ccc21	-1.1	-0.88	21
CC(=O)Nc1ccc2nc(NC(=O)COc3ccccc3C)sc2c1	/	/	22
Cc1c(Cl)cccc1NC(=S)N(C)CCC#N	/	/	29
CCc1ccc(NC(=O)c2ccnc(C(C)(C)C)c2)cc1	0.54	0.61	24
Cc1ccc(Cl)cc1NC(=O)Nc1cccs1	/	/	33
COc1ccc(/C=C(\NC(=O)c2cccs2)C(=O)Nc2ccccc2C)cc1OC	0.61	1.7	-29
Cc1ccc(NC(=S)Nc2nc(CC(=O)Nc3ccccc3)cs2)cc1	0.16	0.02	24
N#Cc1nc(-c2ccccc2Cl)oc1N1CCOCC1	0.13	0.31	-7
Cc1ccc(C)c2c(SC(C)C(=O)NCc3ccco3)nc(-c3ccccc3)nc12 (stereo not drawn)	-0.74	0.77	-56
COC(=O)C1CCCN1C(C(=O)NC1CCCCC1)c1ccc(Cl)cc1 (stereo not drawn)	-0.42	-0.12	15
N/C(=N\c1nc2c(c(=O)[nH]1)CCC2)Nc1ccccc1	-0.19	-0.34	20
CCc1ccc(NC(=O)c2ccc(Cn3cc([N+](=O)[O-])cn3)cc2)cc1	-0.61	-0.82	6
CCCCNC(=O)Nc1cnn(CC)c1C(N)=O	1.9	0.97	24
Cc1cnc(C(=O)OCC(=O)Nc2ccc(Cl)cc2)cn1	0.32	0.01	18
COC(=O)N/N=C\c1cc(Br)ccc1OCc1ccccc1	-1.8	-0.42	?

Random excerpt: 3 records from the list, in no set order.
SMILES	sdo1 growth	sdo1 growth Rescue 24 h	INS promoter inh
CCn1c2ccc(F)cc2c2nnc(NN)nc21	0.07	-0.17	13
O=C(CCCCn1c(=O)c2ccccc2n(Cc2ccc(F)cc2)c1=O)NCc1ccco1	-1.6	-0.83	/
CC1CCN(S(=O)(=O)N2CCC(C(=O)NCCC3=CCCCC3)CC2)CC1	/	/	-17
